PglD inh – C. jejuni PglD acetyltransferase inhibitors, primary screen, biochemical, DTNB colorimetric, single point; UDP-N-acetylbacillosamine N-acetyltransferase PglD (Campylobacter jejuni); purified PglD enzyme, DTNB colorimetric CoA detection; inhibition, % at 12.5 µM; 360,000 compounds, 0.098% hits; in the data active = inhibition above about 16%, passing the limit was not always enough; also: strong numbers were not always called active
EWS-Fli block – EWS/Fli-driven NR0B1 reporter inhibitors, primary screen, A673 cells, NR0B1 luciferase, luminescence, MLPCN library. viability-normalised. inhibition, % at 12.6 µM. 350,000 compounds, 0.67% hits. AID 651661, 2012;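 active = mean inhibition of at least 50% after viability correction, with every replicate also passing that limit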;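 also: firefly luciferase signal divided by Alamar Blue viability fluorescence both relative to DMSO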
PAX8 inh HTS – inhibitors of PAX8-driven TPO luciferase reporter, primary screen, RMG-I cells, single concentration. SteadyGlo, 24 h. inhibition, % at 12.6 µM. 360,000 compounds, 1.2% hits. AID 652154, 2013;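 active = mean replicate inhibition at least 60% with every replicate also reaching 60%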;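 also: luciferase light reporting Pax8 driven TPO promoter activity; plate controls were median of neutral control wells for no effect and mitoxantrone controls for full effect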
LGR2 antag – inhibitors of bursicon-induced LGR2 CRE-luciferase signal, primary screen, cell-based, HEK293, CRE-luciferase reporter, bursicon stimulation; inhibition, % at 9.99 µM; bursicon-stimulated, 4 h; 380,000 compounds, 0.35% hits; Drosophila bursicon receptor LGR2 (rickets);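 active = drop in luminescence signal, shown as inhibition above about 50% in the replicate tests, limit read from the data, passing the limit was not always enough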;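 also: agonist challenge used bursicon conditioned medium at about half maximal strength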
FN deposition inh – inhibitors of fibronectin matrix deposition, primary screen, AH1F cells, Alexa488-fibronectin fluorescence, plate reader; 350,000 compounds, 0.086% hits; AH1F fibroblasts, overnight; inhibition, % at 12.6 µM; AID 743247, 2014;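 active = mean inhibition across replicates of 30% or more, regardless of how many single replicates reach that level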;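 also: positive control wells lacked labelled fibronectin entirely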
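Material – AH1F fibroblast monolayer, labelled fibronectin deposition · Reagent – labelled fibronectin 24 nM · Timing – 1 h adhesion, overnight exposure · Measured by – fluorescence at 485 nm excitation, 525 nm emission · Read-out – inhibition of fibronectin deposition signal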
ERAP1 inh – human ERAP1 aminopeptidase inhibitors, primary screen, biochemical, single point, plate reader. Endoplasmic reticulum aminopeptidase 1 (Homo sapiens), Q9NZ08. recombinant ERAP1, Leu-AMC fluorescence, 60 min. inhibition, % at 10.7 µM. 340,000 compounds, 0.15% hits;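 active = mean replicate inhibition of at least 30%, or all replicates individually reaching that 30% level; inactive = mean below 30% and not every replicate reaching it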;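 also: 0% = neutral control wells and 100% = L-leucinethiol positive control wells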
PGC1a acetyl inh – inhibitors of PGC1a acetylation signal, primary screen, cell-based, U2OS, AlphaScreen, inhibitor mode | 350,000 compounds, 0.17% hits | AlphaScreen anti-acetyl-lysine; with virally co-expressed GCN5 acetyltransferase | inhibition, % at 15.6 µM | AID 651687, 2012;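 active = every replicate shows inhibition of at least 40%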;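 also: 0% = neutral control wells and 100% = positive control wells; some results beyond the cut were filed as inactive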
S100A4 inh HTS – inhibitors of S100A4-myosin IIA peptide binding, primary screen, biochemical, fluorescence polarization, TAMRA-MyoIIA peptide; Protein S100-A4 (Homo sapiens), P26447; inhibition, % at 10.7 µM; 360,000 compounds, 0.14% hits; AID 652163, 2013;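 active = mean inhibition of at least 70% across replicates, with every replicate also reaching that level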
Target sequence (P26447 whole entry, looked up): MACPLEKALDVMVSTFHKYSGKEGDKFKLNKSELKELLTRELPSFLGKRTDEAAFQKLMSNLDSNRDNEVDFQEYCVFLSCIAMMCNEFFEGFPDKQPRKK
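incubation = readout 5 min after mixing, signal stable up to 60 min | system = S100A4 monomer protein | buffer or medium = HEPES pH 7.2 with CaCl2, KCl, NaCl, DTT, Triton | benchmarks = neutral control DMSO, positive control TFP | also added = fluorescent myosin IIA peptide, 5 nM | compound dosing = one concentration per compound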
* = called active by the depositor; . = not tested or not shown.

Abbreviations: A = PglD inh; B = EWS-Fli block; C = PAX8 inh HTS; D = LGR2 antag; E = FN deposition inh; F = ERAP1 inh; G = PGC1a acetyl inh; H = S100A4 inh HTS
> Cc1ccc(NC(=O)c2cccs2)cc1S(=O)(=O)Nc1cccc(Cl)c1
  A: .	B: 9	C: 0	D: 28	E: 4	F: -3	G: .	H: -4
> Cc1nc2nc(NC(=O)c3ccco3)[nH]n2c(=O)c1C
  A: -2	B: .	C: -11	D: -3	E: 1	F: -4	G: 2	H: 0
> NC(=O)c1ccc(NC(=O)COC(=O)/C=C/c2ccc3c(c2)OCO3)cc1
  A: 2	B: -26	C: -6	D: -13	E: -2	F: 2	G: 0	H: 0
> N/C(=N\OC(=O)c1cccs1)c1cccc([N+](=O)[O-])c1
  A: -3	B: -120	C: -189	D: -77	E: -8	F: -3	G: -13	H: -5
> COc1cccc(-c2nc(CS(=O)(=O)CC(=O)Nc3cc(F)ccc3F)c(C)o2)c1
  A: 6	B: -8	C: 11	D: -21	E: 3	F: 1	G: -13	H: -3
> Cc1ccc2c(COC(=O)C34CC5CC(CC(C5)C3)C4)cc(=O)oc2c1
  A: -4	B: .	C: -23	D: 18	E: -21	F: .	G: 3	H: .
> CCCc1cc(=O)n2[nH]c(NC(=O)c3ccco3)nc2n1
  A: -1	B: -2	C: -1	D: -1	E: 4	F: -3	G: 21	H: -2
> CN1C(=O)c2cc(NC(=O)C3CCCCC3)ccc2OC[C@H]2O[C@@H](CC(=O)NC3CCCC3)CC[C@@H]21
  A: -4	B: 0	C: 6	D: 1	E: 2	F: -1	G: -2	H: 1
> COc1cccc(NC(=O)CN(c2ccc(C)cc2)S(=O)(=O)c2c(C)nn(C)c2C)c1
  A: 4	B: .	C: 11	D: 6	E: 0	F: 2	G: 1	H: 2
> NC(=O)CC(NC(=O)c1ccc(Br)cc1)c1ccc(N2CCN(c3ccccn3)CC2)c([N+](=O)[O-])c1 (stereo not given)
  A: -4	B: 5	C: -3	D: -8	E: -1	F: 3	G: 6	H: -11
> C=CCNc1nc(-c2sc(NC(=O)CC)nc2C)cs1
  A: 2	B: .	C: -15	D: .	E: -14	F: .	G: 1	H: .
> Nc1ccc2nc(-c3ccc(-c4nc5ccc(N)cc5[nH]4)cc3)[nH]c2c1
  A: .	B: -9	C: 40	D: 6	E: -13	F: -4	G: .	H: -1
> CC(=C\c1ccco1)/C=C(\C#N)C(=O)NCCc1c[nH]c2ccccc12
  A: .	B: 27	C: 19	D: 7	E: -2	F: 3	G: .	H: 0
> CCOc1ccc2[nH]c3nc(SCC(=O)NCC4CCCO4)nnc3c2c1 (stereo not given)
  A: 24*	B: .	C: -6	D: -23	E: -5	F: -1	G: -1	H: 0
> Cc1ccc2c(c1)nnn2C1CCN(S(=O)(=O)c2ccc(C(=O)NC3CCCC3)cc2)CC1
  A: -4	B: .	C: 11	D: .	E: 5	F: .	G: 5	H: .
> O=C(CN1C(=O)NC(Cc2c[nH]c3ccccc23)C1=O)Nc1ccc(Br)cc1F (stereo not given)
  A: -1	B: 13	C: 12	D: -1	E: -3	F: 1	G: 10	H: 10
> O=C(c1ccc(=O)[nH]c1)N(Cc1ccco1)C1(C(=O)NC2CCCCC2)CCCCC1
  A: 11	B: .	C: -16	D: .	E: 2	F: .	G: -2	H: .
> CC=Cc1ccc2n(c1=O)C[C@H]1[C@H](CO)[C@@H](C(=O)NCC3CC3)[C@@H]2N1CCC(F)(F)F (mixture of isomers)
  A: 0	B: 2	C: 11	D: -18	E: .	F: 1	G: .	H: 24
> COc1cc(Cl)c(C)cc1NC(=O)CCNC(=O)c1ccco1
  A: 6	B: 0	C: 12	D: -8	E: -1	F: -2	G: .	H: 0
> COc1ccccc1C(=O)CC(=O)c1ccccc1
  A: 0	B: -73	C: -76	D: -40	E: 2	F: 0	G: 17	H: 0
> Cc1cc(Br)ccc1NC(=O)CNC(=O)Cn1ncc(Cl)c(Cl)c1=O
  A: .	B: 27	C: 9	D: 74*	E: 4	F: 0	G: .	H: 4
> CCC1=Nc2cc(C(=O)NCc3cccnc3)ccc2Sc2ccc(C)cc21
  A: .	B: 65*	C: 27	D: -2	E: 8	F: 9	G: -13	H: -3
> COc1ccc(CNC(=O)c2cccc3c2C(=O)N(CC2CCCO2)C3)cc1 (stereo not given)
  A: -2	B: -1	C: -23	D: 19	E: 5	F: 4	G: -7	H: -2
> COc1ccc(NC(=O)Nc2ccc3c(c2)C(=O)N([C@@H](C)CO)C[C@H](C)[C@H](CN(C)C)O3)cc1
  A: -3	B: -3	C: -22	D: 10	E: .	F: -5	G: -5	H: -7
> COc1ccccc1CNC(=O)C(=O)NCC1OCCN1S(=O)(=O)c1ccc2c(c1)OCCO2 (stereo not given)
  A: 1	B: 5	C: 0	D: -11	E: 5	F: 4	G: 9	H: 2
> Cc1ccc(NC(=O)N2C3CCCC2CC(NC(=O)C(C)(C)C)C3)cc1 (stereo not given)
  A: 0	B: 1	C: 2	D: 14	E: 4	F: .	G: -16	H: 5
> O=C(Nc1nccs1)[C@@H]1[C@@H](CO)[C@@H]2Cn3c(ccc(-c4cccnc4)c3=O)[C@@H]2N1CC1CC1
  A: .	B: -8	C: -14	D: -14	E: .	F: -2	G: .	H: 5
> Cc1cc(/C=C(\C#N)C(=O)NCc2ccco2)c(C)n1-c1cccnc1
  A: .	B: -56	C: -54	D: -39	E: 7	F: 5	G: .	H: 0
> O=C(CNc1ccccc1Cl)N/N=C1\CCCc2ccccc21
  A: .	B: 2	C: 6	D: 6	E: 9	F: 13	G: 0	H: 4
> Cc1ccc(CN2CCC(CNS(=O)(=O)c3ccc(-c4ccc(=O)[nH]n4)s3)CC2)cc1
  A: 3	B: .	C: -5	D: 3	E: 3	F: 3	G: -9	H: -11
> O=C1c2cccc3cccc(c23)C(=O)N1CC1CCN(S(=O)(=O)c2ccccc2)CC1
  A: -4	B: 2	C: -18	D: -4	E: 9	F: .	G: -7	H: -1
> COc1ccc(S(=O)(=O)N(C)CC(=O)Nc2ccc(F)cc2)cc1
  A: 2	B: -11	C: .	D: 17	E: .	F: -2	G: -5	H: 0
> O=C(CNC(=O)c1cc(=O)[nH]c2ccc(S(=O)(=O)N3CCOCC3)cc12)Nc1ccc(F)c(F)c1
  A: .	B: -7	C: 9	D: -8	E: 8	F: 2	G: 5	H: -1
> CCN1[C@@H]2c3ccc(C4=CCCC4)c(=O)n3C[C@@H]2[C@@H](CO)[C@@H]1C(=O)NCc1ccccn1
  A: 1	B: 1	C: .	D: -19	E: .	F: -1	G: .	H: 7
> C[C@@H]1CN([C@@H](C)CO)C(=O)Cc2cc(NC(=O)Cn3cnnn3)ccc2O[C@H]1CN(C)S(=O)(=O)c1cccs1
  A: -1	B: -4	C: -45	D: 29	E: .	F: -3	G: -2	H: 10
> CO[C@@H]1CN(C)C(=O)c2cc(NS(=O)(=O)c3cccc(C)c3)ccc2OC[C@H](C)NC[C@H]1C
  A: -3	B: 3	C: .	D: -2	E: 3	F: 2	G: 0	H: -20
> CC(=O)c1ccc(NC(=O)CSc2nc(C3CC3)nc3ccccc23)cc1
  A: -4	B: 3	C: 18	D: -13	E: 7	F: 5	G: .	H: 0
> COc1ccc(Nc2nc(C)cc(C)c2C(N)=O)cc1OC
  A: -6	B: 3	C: -10	D: -4	E: -1	F: 0	G: .	H: 3
> Cc1c([N+](=O)[O-])c(N)nn1C
  A: .	B: 12	C: -12	D: 5	E: -1	F: .	G: .	H: -4
> CC=Cc1ccc2n(c1=O)C[C@@H]1[C@@H](CO)[C@H](C(=O)NCC3CCCCC3)N(C(C)=O)[C@H]21 (mixture of isomers)
  A: 0	B: -2	C: .	D: -5	E: .	F: 0	G: .	H: -1
> O=C(NCCCN1CCOCC1)c1ccc(Sc2ccc(Br)cc2)c([N+](=O)[O-])c1
  A: 4	B: .	C: -7	D: -20	E: 0	F: .	G: 21	H: .
> CC(C)N1CCc2c(sc(NC(=O)c3ccc(C(=O)c4ccccc4)cc3)c2C(N)=O)C1
  A: 8	B: 2	C: 10	D: 13	E: 9	F: -3	G: .	H: -3
> CCOC(=O)c1nc(NCc2ccccc2F)c2ccccc2n1
  A: .	B: 3	C: -12	D: -20	E: -6	F: 3	G: .	H: 6
> C(=N\Nc1nc2ccccc2[nH]1)/c1ccccc1
  A: -1	B: -67	C: -220	D: -61	E: 1	F: -5	G: .	H: -2
> c1cnc(NCCSSCCNc2ncccn2)nc1
  A: -2	B: 10	C: 17	D: 2	E: 7	F: 1	G: .	H: 2
> C=C(C)c1cccc(C(C)(C)NC(=O)Nc2ccc(C)cn2)c1
  A: .	B: -46	C: 27	D: -11	E: -3	F: -1	G: .	H: 0
> N#CCc1c(C#N)c(N)nc(N2CCCC2)c1C#N
  A: -2	B: -1	C: 28	D: -2	E: -22	F: 0	G: .	H: -10
> Cc1ccc(-n2cc(CN3CCN(Cc4nccn4C)CC3)c(-c3ccc(F)cc3)n2)cc1
  A: 6	B: -1	C: 2	D: -47	E: 14	F: -2	G: -24	H: 3

High-throughput results as filed in PubChem.
